UBC9 SUMO inh: blocks human SUMOylation mediated by UBC9; P63279; HTRF SUMOylation assay, SAE1/SAE2 + UBC9, in vitro; inhibition, % at 35 µM; 290,000 tested, 0.36% active; AID 2006; in the data active = inhibition above about 50%, passing the limit was not always enough; note: strong numbers were not always called active
Target sequence (P63279 whole entry, looked up): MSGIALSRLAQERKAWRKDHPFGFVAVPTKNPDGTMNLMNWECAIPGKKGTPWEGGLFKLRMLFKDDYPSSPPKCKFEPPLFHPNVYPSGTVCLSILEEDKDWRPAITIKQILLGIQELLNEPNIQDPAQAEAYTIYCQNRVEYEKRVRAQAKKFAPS
MEKK2 mut-MEK5: signal of MEK5 binding to mutant human MEKK2 PB1 domain | bead flow cytometry, Alexa488-MEK5 binding to MEKK2 mutant | 290,000 tested, 0.35% active | percent response, % at 10 µM; in the data active = percent response above about 24%, passing the limit was not always enough; note: inactives centre near 1; some results filed as inactive read as strong as hits
IMP-1 inhibitor: inhibitors of Pseudomonas aeruginosa IMP-1 metallo-beta-lactamase | AID 1556 | inhibition, % at 5.6 µM | purified IMP-1, nitrocefin hydrolysis, epi-absorbance fluorescence | 290,000 tested, 0.45% active;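 active = inhibition above the mean plus 3 SD of all compounds in the same screening run, cut at about 4.5% in these data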;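 note: 0% = IMP-1 with DMSO and 100% = DMSO wells lacking enzyme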
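Assay system: purified recombinant IMP-1 beta-lactamase. Input: IMP-1 0.2 nM before substrate addition. Buffer or medium: Zinc- and detergent-supplemented HEPES buffer, pH 7.1. Schedule: 25 °C, 15 min preincubation, 25 min reaction. Signal: Epi-absorbance fluorescence, 480 nm excitation, 530 nm emission. Evaluation: percent inhibition from optical density relative to buffer-blank wells.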
NALP1 inh: NALP1 inhibition | inhibition, % at 10 µM | 280,000 tested, 0.61% active | S. cerevisiae NALP1/ASC/caspase-1 growth, X-gal OD620, 72 h; in the data active = inhibition mostly above about 24%, no sharp cut-off; inactive = mostly below about 32%; note: some compounds called inactive have numbers as strong as hits
DNA FID counter: displaces DNA intercalator in HCV helicase counter-screen; DNA fluorescent intercalator displacement, fluorescence; 290,000 tested, 0.17% active; inhibition, % at 7.9 µM; in the data active = inhibition above about 37%;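 note: 0% = vehicle and 100% = reference compound; higher means more ethidium bromide displaced from hairpin DNA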
M18AAP inhibitor: PfM18AAP enzyme inhibition. AID 1822. 290,000 tested, 1.2% active. recombinant PfM18AAP, H-Glu-NHMec fluorogenic cleavage. inhibition, % at 7.35 µM;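 active = inhibition above the campaign mean inhibition over all tested compounds plus 3 SD, cut at about 28% in these data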;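 note: 0% = plate median of test compound wells and 100% = 2 mM ZnCl2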
MEKK2wt PB1 HTS: raises or lowers MEK5 binding to wildtype human MEKK2 PB1 domain; binding response (% of control), % at 10 µM; Q9Y2U5; bead flow cytometry, Alexa488-MEK5 binding to MEKK2 WT; actives lie on both sides; 290,000 tested, 1.1% active; in the data active = binding response below about 67% or above about 130%
HCV NS3 hel inh: HCV NS3 helicase inhibition; NS3 helicase DNA unwinding, Cy5 molecular beacon fluorescence; AID 1800; 290,000 tested, 0.56% active; inhibition, % at 10.9 µM;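 active = inhibition above the mean of all tested compounds plus 3 SD, set per campaign, cut at about 35% in these data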;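 note: 0% = DMSO wells and 100% = thioflavine S control wells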
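Test system: hepatitis C virus NS3 helicase domain fragment enzyme. Also added: annealed dual-labelled DNA beacon duplex, ATP-started. Timing: 60 min unwinding reaction at 25 °C after ATP addition. Technique: Cy5 fluorescence. Measure: % inhibition of unwinding.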
VIM-2 inh: blocks Pseudomonas aeruginosa VIM-2 metallo-beta-lactamase. inhibition, % at 5.6 µM. 290,000 tested, 0.89% active. purified VIM-2, nitrocefin hydrolysis, epi-absorbance fluorescence. AID 1527;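 active = inhibition above the mean of all tested compounds plus 3 SD, cutoff set per screening run, cut at about 7.5% in these data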;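 note: red hydrolysis product quenches plate fluorescence so inhibitors raise well fluorescence; 0% = enzyme with DMSO and 100% = DMSO without enzyme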
Numbers without * were called inactive; x = no result given; [ ] = dose if it differs, or a comment.

1	COc1ccc(CCNC(=O)/C(=C/c2cccnc2)NC(=O)c2ccccc2)cc1OC
2	Cc1ccc(C(=O)NCC(=O)Nc2ccncc2)s1
3	COc1ccc2nc(NC(=O)C3COc4ccccc4O3)sc2c1 (stereo not drawn)
4	Cc1cccc(-c2nnc(SCC(=O)Nc3ncccn3)n2C)c1
5	CNC(=O)NNC(=O)c1nc(-c2ccccc2)c(C)o1
6	CS(=O)(=O)Nc1cccc(C2=NN(S(=O)(=O)c3ccccc3)C(c3ccco3)C2)c1 (stereo not drawn)
7	Cc1[nH]c2ccccc2c1/C=C/C(=O)c1ccncc1
8	N#Cc1c(N)nc2c3c(sc(=N)c2c1N)NC(=O)CC3c1c(F)cccc1Cl (stereo not drawn)
9	CS(=O)(=O)c1ccc(S(=O)(=O)N2CCC(CO)(CCCc3ccccc3)CC2)cc1
10	Cc1ccccc1NC(=O)OCCN1CCN(Cc2ccccc2)CCC1=O

assay / entry	1	2	3	4	5	6	7	8	9	10
VIM-2 inh	-2.0	-3.8	-3.3	-1.8	-2.2	-3.1	8.5*	-1.3	-0.5	-3.1
DNA FID counter	-15	1	-6	-6	1	-16	-1	4	-21	-16
UBC9 SUMO inh	-3	6	-6	9	13	-22	4	-41	-1	8
HCV NS3 hel inh	1	4	-40	13	-6	10	14	-4	-8	-1
MEKK2 mut-MEK5	-12	7	9	-1	10	-10	5	-4	11	1
MEKK2wt PB1 HTS	81	106	105	100	101	90	85	84	121	104
IMP-1 inhibitor	-2.6	-2.3	-4.2	-4.7	-4.8	-3.2	-0.4	-1.1	-2.6	-2.0
M18AAP inhibitor	-1	2	-4	10	6	-2	7	11	-9	1
NALP1 inh	11	9	26	-13	7	-11	20	-28	20	27

11	CCOCCCNC(=O)c1ccc(Cn2c(=O)[nH]c3ccsc3c2=O)cc1
12	COc1ccccc1NS(=O)(=O)c1cccc(C(=O)NCC(C)(C)N2CCOCC2)c1
13	O=C(Nc1nc(-c2ccc(S(=O)(=O)N3CCCC3)cc2)cs1)c1cccs1
14	COCCNC(=O)CN(C(=O)CCC(=O)Nc1ccccn1)c1ccccc1F
15	COc1ccc(-n2nnnc2-c2cccnc2)cc1
16	COc1cccc(/C=C/C2=CC(C)(C)NC(=S)N2)c1
17	O=[N+]([O-])c1cccc(OCCN2CCC(Cc3ccccc3)CC2)c1
18	N#CC(c1ccc(Cl)cc1)(c1ncc(C(F)(F)F)cc1Cl)N1CCOCC1 (stereo not drawn)
19	COC(=O)C1C(O)=C(C=NCC(C)N=CC2=C(O)C(C(=O)OC)C(C)(C)CC2=O)C(=O)CC1(C)C (stereo not drawn)
20	COc1cccc(-n2nnnc2SCC(=O)NC2CCCCC2)c1

assay / entry	11	12	13	14	15	16	17	18	19	20
VIM-2 inh	-1.9	-1.4	-1.2	-6.2	-1.6	-4.5	-1.8	-1.7	-1.8	-4.5
DNA FID counter	-4	-1	-4	-9	-2	-8	30	-3	-17	-25
UBC9 SUMO inh	1	0	-38	10	19	-1	-10	11	14	0
HCV NS3 hel inh	-5	-5	-10	-9	4	-7	-51	0	5	2
MEKK2 mut-MEK5	-6	5	0	-1	1	-9	15	x	6	1
MEKK2wt PB1 HTS	93	108	98	86	97	89	129	x	103	97
IMP-1 inhibitor	-0.9	-1.2	-5.0	-0.7	-3.1	-3.4	-1.5	-2.2	-3.1	-3.4
M18AAP inhibitor	1	3	-6	5	6	1	9	-4	47*	-7
NALP1 inh	10	9	5	-17	6	-6	14	19	4	3

21	O=C(c1ccc(Cl)cc1)N1CCN(c2ccnc3cc(Cl)ccc23)CC1
22	Cc1ccc(C(=O)NC(=S)Nc2ccccc2C(F)(F)F)cc1
23	COC(=O)C1=CN(C)C=C(C(=O)OC)C1c1ccsc1
24	CCOC(=O)N1CCC(N2Cc3cccc(C(=O)NCc4ccccn4)c3C2=O)CC1
25	O=C(Nc1ccc(F)cc1)Nc1nnc(-c2ccncc2)s1
26	CCN(CC(=O)NCc1ccc(F)cc1)C(=O)C1CCN(C(=O)Nc2ccccc2)CC1
27	COc1ccc(Nc2nc(N)c([N+](=O)[O-])c(N3CCN(C)CC3)n2)cc1
28	O=C(Nc1cccc(C(F)(F)F)c1)Nn1cnnc1
29	CCn1nc(-c2ccccc2)c2nc3ccccc3nc21
30	OCC[C@@H]1C[C@@H](O)[C@H](O)[C@@]2(OCCc3ccccc32)O1

assay / entry	21	22	23	24	25	26	27	28	29	30
VIM-2 inh	0.8	0.9	-2.6	-3.3	-3.1	-3.5	2.4	-1.5	-1.1	0.1
DNA FID counter	-15	2	-7	-29	-6	-9	1	-2	3	-6
UBC9 SUMO inh	-6	5	23	21	32	-10	4	16	26	-4
HCV NS3 hel inh	-26	8	0	4	1	5	7	-2	10	-2
MEKK2 mut-MEK5	-2	3	3	7	-1	-8	9	-1	-9	-5
MEKK2wt PB1 HTS	97	106	102	111	100	95	109	103	87	101
IMP-1 inhibitor	-1.8	3.1	-4.6	-3.6	-2.6	-4.0	-1.4	-3.9	-1.5	0.2
M18AAP inhibitor	0	1	4	-7	-5	1	-1	70*	1	-1
NALP1 inh	17	-14	12	-14	18	5	11	1	-65	14

31	O=S(=O)(c1ccc(NC(=S)N/N=C/c2ccc(Oc3ccccc3)cc2)cc1)N1CCOCC1
32	CSc1ncc(C(=O)Nc2ccc(Br)cn2)c(C)n1
33	Cc1ccc(C(=O)/C=C\C(=O)c2ccc(C)cc2)cc1
34	O=C(OCC(=O)c1c[nH]c2ccccc12)c1cc(Br)ccc1O
35	CC(CCc1ccccc1)NC(=O)c1cc2sccc2n1C (stereo not drawn)
36	COc1ccc(C(=O)N/N=C/c2ccc(OC(=O)c3cccs3)cc2)cc1
37	CC1CCCC/C1=N\NS(=O)(=O)c1ccc(Br)cc1 (stereo not drawn)
38	CCOc1ccc(NC(=O)CC)cc1
39	COc1ccc(C(=O)NCCn2ccc3ccccc32)cc1OC
40	COC(=O)c1sccc1NC(=O)Nc1cccc(C(C)=O)c1

assay / entry	31	32	33	34	35	36	37	38	39	40
VIM-2 inh	-3.3	-2.2	-2.2	-1.7	-1.9	-3.6	-3.5	-2.3	0.4	2.1
DNA FID counter	-1	-10	1	5	-14	-7	0	3	-13	-3
UBC9 SUMO inh	-1	10	0	12	-21	15	10	2	-6	7
HCV NS3 hel inh	0	22	-8	-2	-8	-1	1	9	9	-15
MEKK2 mut-MEK5	-2	3	0	4	4	3	-2	0	2	-6
MEKK2wt PB1 HTS	96	100	103	103	103	85	101	103	103	100
IMP-1 inhibitor	-3.4	-2.7	-2.4	-3.9	-2.1	1.7	-3.2	-1.7	-3.1	-0.8
M18AAP inhibitor	-1	8	-10	5	3	2	4	-4	-6	-6
NALP1 inh	-30	5	66	1	45	24	-10	9	x	-13

From entry 31 to 34, as listed above:
31	O=S(=O)(c1ccc(NC(=S)N/N=C/c2ccc(Oc3ccccc3)cc2)cc1)N1CCOCC1
32	CSc1ncc(C(=O)Nc2ccc(Br)cn2)c(C)n1
33	Cc1ccc(C(=O)/C=C\C(=O)c2ccc(C)cc2)cc1
34	O=C(OCC(=O)c1c[nH]c2ccccc12)c1cc(Br)ccc1O

assay / entry	31	32	33	34
VIM-2 inh	-3.3	-2.2	-2.2	-1.7
DNA FID counter	-1	-10	1	5
UBC9 SUMO inh	-1	10	0	12
HCV NS3 hel inh	0	22	-8	-2
MEKK2 mut-MEK5	-2	3	0	4
MEKK2wt PB1 HTS	96	100	103	103
IMP-1 inhibitor	-3.4	-2.7	-2.4	-3.9
M18AAP inhibitor	-1	8	-10	5
NALP1 inh	-30	5	66	1

Continued.
41	COc1cc(CN2CCNC(=O)C2CC(=O)N(C)CCCN2CCOCC2)cc(OC)c1 (stereo not drawn)
42	Cc1ccc2c(c1)N(Cc1ccncc1)C(=O)C(C)O2 (stereo not drawn)
43	COCCn1c(SC(C)C(=O)Nc2ccc3c(c2)OCCO3)nc2ccccc2c1=O (stereo not drawn)
44	CCn1c2ccccc2c2cc(NC(=O)N3CCOCC3)ccc21
45	Cc1cc(=O)nc2c3ccccc3n(C(C)C(=O)NCCC(C)C)n12 (stereo not drawn)
46	COc1ccc2c(c1)sc(=N)n2CC(=O)Nc1cc(C)cc(C)c1
47	CC(=O)Nc1cccc(OCC(=O)/C=C2\N(C)c3ccccc3C2(C)C)c1
48	O=C1C(c2ccc(F)cc2)N(CC2COc3ccccc3O2)C(=O)CN1C1CCCCC1 (stereo not drawn)
49	Fc1ccc(NC(=S)N2CCCc3ccccc32)cc1
50	CC(CCc1ccccc1)NC(=O)COC(=O)CC1CC2CCC1C2 (stereo not drawn)

assay / entry	41	42	43	44	45	46	47	48	49	50
VIM-2 inh	-1.6	1.6	-4.3	0.3	-2.9	-2.8	-0.2	-2.1	-2.6	-2.6
DNA FID counter	-5	-8	-4	-13	-23	19	-23	-2	1	-27
UBC9 SUMO inh	0	-11	13	-3	5	2	5	-13	-8	3
HCV NS3 hel inh	0	-5	3	-1	-11	-51	-6	-10	0	2
MEKK2 mut-MEK5	4	2	-3	1	5	5	-3	-4	2	3
MEKK2wt PB1 HTS	99	106	92	101	103	110	63*[inhibitor]	81	104	108
IMP-1 inhibitor	-3.2	-1.8	-3.1	0.4	-2.2	-4.0	-1.0	-1.3	0.0	0.5
M18AAP inhibitor	9	0	7	7	-1	2	-10	-3	-4	-5
NALP1 inh	-4	-2	5	-8	9	7	0	1	0	38

Limited to M18AAP inhibitor, MEKK2 mut-MEK5 and UBC9 SUMO inh, for some of the entries so far:
entry | mol | M18AAP inhibitor | MEKK2 mut-MEK5 | UBC9 SUMO inh
49 | Fc1ccc(NC(=S)N2CCCc3ccccc32)cc1 | -4 | 2 | -8
50 | CC(CCc1ccccc1)NC(=O)COC(=O)CC1CC2CCC1C2 (stereo not drawn) | -5 | 3 | 3

Remaining list, next part
51	COc1ccc(-c2nnnn2C(C)C)cc1
52	CCc1nnc(NC(=O)c2ccc(S(=O)(=O)N3CCCC3)cc2)s1
53	Cn1cc(C(=O)NCc2cccnc2)c(=O)c2cc(S(=O)(=O)N3CCCCCC3)ccc21
54	COC(=O)/C(=C\c1ccc([N+](=O)[O-])o1)NC(=O)c1ccccc1
55	CCOC(=O)c1c(NC(=O)Cn2nc([N+](=O)[O-])c(Br)c2C)sc2c1CCC(C)C2 (stereo not drawn)
56	CCCn1nnc(NC(=O)COc2ccc(Cl)cc2)n1
57	COCCn1c(=O)[nH]c2cc(C(=O)N3CCN(c4cccc(C(F)(F)F)c4)CC3)ccc2c1=O
58	COc1cc(CNC2CCCCCCC2)cc(Cl)c1OC
59	OCCN1CCN(c2nc(N3CCCCC3)nc(N3CCCCC3)n2)CC1

assay / entry	51	52	53	54	55	56	57	58	59
VIM-2 inh	-1.7	-2.5	-2.8	-1.7	-1.8	0.2	0.1	-1.7	-2.1
DNA FID counter	-2	-11	-5	-21	6	-9	-46	16	20
UBC9 SUMO inh	14	18	-6	24	-23	0	-3	23	3
HCV NS3 hel inh	13	-3	5	20	4	8	-7	-16	-17
MEKK2 mut-MEK5	-1	2	2	4	-2	4	-2	8	-6
MEKK2wt PB1 HTS	96	97	101	98	99	106	98	113	96
IMP-1 inhibitor	-3.5	-3.6	-1.6	-2.8	-0.7	-1.9	-1.6	-2.3	-4.9
M18AAP inhibitor	-3	12	6	10	-6	8	0	-17	3
NALP1 inh	23	8	5	-9	10	17	8	23	1
